PGE2 EP2 inh: EP2 receptor (human) inhibition; C6 glioma cells expressing human EP2, cAMP TR-FRET; cells stimulated with saturating PGE2; actives 0.52% (n = 260,000); inhibition, % at 25 µM; P43116; AID 1422;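 active means percent inhibition above 40 after rounding to a whole number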;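 further: rat C6 glioma host cells with rolipram phosphodiesterase inhibitor present; the protocol text gives 20 µM as final concentration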
Target sequence (P43116 whole entry, looked up): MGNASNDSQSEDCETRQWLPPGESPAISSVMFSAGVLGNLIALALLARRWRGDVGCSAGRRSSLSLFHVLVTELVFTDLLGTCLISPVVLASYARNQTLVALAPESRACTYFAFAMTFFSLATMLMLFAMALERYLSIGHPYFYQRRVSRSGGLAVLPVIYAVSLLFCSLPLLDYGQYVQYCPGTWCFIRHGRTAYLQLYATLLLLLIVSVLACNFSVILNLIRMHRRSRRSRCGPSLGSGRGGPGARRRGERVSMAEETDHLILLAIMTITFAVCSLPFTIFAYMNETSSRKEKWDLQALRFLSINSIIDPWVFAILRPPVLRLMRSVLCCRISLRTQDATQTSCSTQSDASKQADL
EP2 mod: EP2 receptor (human) modulation; EP2-expressing cells, cAMP HTRF FRET, PGE2 co-stimulation; induction, % at 25 µM; actives 0.83% (n = 260,000);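 active means compounds whose cAMP rise, as percent of the full-agonist control response, exceeds 60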;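 further: rat C6 glioma line stably carrying human EP2 under a CMV promoter; the protocol text gives 20 µM as final concentration; 100% = response of wells given 1 µM PGE2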
Numbers without * were called inactive. An excerpt; count on the stated rates, not on these rows.

Preview (seven entries):
`CC1CCCCN1C(=O)CN1CCN(c2ncccn2)CC1` (stereo unspecified) gave PGE2 EP2 inh 11 and EP2 mod -19.
`COc1ccc(N(CC(=O)N2CCC(C)CC2)S(=O)(=O)c2ccccc2)cc1Cl` gave PGE2 EP2 inh 12 and EP2 mod 41.
Screening C[C@@H](CCC[C@@H]1SC[C@H]2NC(=O)N[C@@H]12)C(=O)O returned PGE2 EP2 inh 9 and EP2 mod 4.
Screening CC(=O)Nc1nc2ccc(OC(C)=O)cc2s1 returned PGE2 EP2 inh 3 and EP2 mod -37.
`CCC(c1nnnn1C(C)(C)C)N(Cc1ccccc1)Cc1cc2ccc(C)cc2[nH]c1=O` (stereo unspecified) gave PGE2 EP2 inh 5 and EP2 mod 12.
For COc1ccc2c(c1)NC1(CCCN(C(=O)Cn3cnc4ccccc43)C1)c1cccn1-2 (stereo unspecified) the results were PGE2 EP2 inh 6 and EP2 mod -58.
Cc1ccc(CC(=O)NC(C)c2nc(-c3cccnc3)n[nH]2)cc1 (stereo unspecified) was read as PGE2 EP2 inh 9 and EP2 mod -14.

The list itself, from the start:
`CC1CCCCN1C(=O)CN1CCN(c2ncccn2)CC1` (stereo unspecified) gave PGE2 EP2 inh 11 and EP2 mod -19.
`COc1ccc(N(CC(=O)N2CCC(C)CC2)S(=O)(=O)c2ccccc2)cc1Cl` gave PGE2 EP2 inh 12 and EP2 mod 41.
Screening C[C@@H](CCC[C@@H]1SC[C@H]2NC(=O)N[C@@H]12)C(=O)O returned PGE2 EP2 inh 9 and EP2 mod 4.
Screening CC(=O)Nc1nc2ccc(OC(C)=O)cc2s1 returned PGE2 EP2 inh 3 and EP2 mod -37.
`CCC(c1nnnn1C(C)(C)C)N(Cc1ccccc1)Cc1cc2ccc(C)cc2[nH]c1=O` (stereo unspecified) gave PGE2 EP2 inh 5 and EP2 mod 12.
For COc1ccc2c(c1)NC1(CCCN(C(=O)Cn3cnc4ccccc43)C1)c1cccn1-2 (stereo unspecified) the results were PGE2 EP2 inh 6 and EP2 mod -58.
Cc1ccc(CC(=O)NC(C)c2nc(-c3cccnc3)n[nH]2)cc1 (stereo unspecified) was read as PGE2 EP2 inh 9 and EP2 mod -14.
COc1ccc(C(=O)[C@H]2CCCN(C(=O)c3ccn[nH]3)C2)cc1 was read as PGE2 EP2 inh 9 and EP2 mod -54.
For O=C(Cc1cccc(F)c1)NCCN1CCC(O)(c2ccc(F)cc2)CC1 the results were PGE2 EP2 inh 2 and EP2 mod 17.
For CC(C)NC(=O)CSc1nnc(-c2ccco2)n1Cc1ccccc1 the results were PGE2 EP2 inh 13 and EP2 mod 3.

Gathered by group, the entries above containing a carbonyl joined to an NH by a bond outside any ring
Screening CC(=O)Nc1nc2ccc(OC(C)=O)cc2s1 returned PGE2 EP2 inh 3 and EP2 mod -37.
Cc1ccc(CC(=O)NC(C)c2nc(-c3cccnc3)n[nH]2)cc1 (stereo unspecified) was read as PGE2 EP2 inh 9 and EP2 mod -14.
For O=C(Cc1cccc(F)c1)NCCN1CCC(O)(c2ccc(F)cc2)CC1 the results were PGE2 EP2 inh 2 and EP2 mod 17.
For CC(C)NC(=O)CSc1nnc(-c2ccco2)n1Cc1ccccc1 the results were PGE2 EP2 inh 13 and EP2 mod 3.

Further results.
For CCOC(=O)c1cnc2c(-c3ccccc3)c(CC)[nH]n2c1=O the results were PGE2 EP2 inh 3 and EP2 mod -37.
Screening CC(C)[C@H](Cn1nc(-c2cccs2)ccc1=O)NC(=O)c1cc(-c2ccco2)on1 returned PGE2 EP2 inh 7 and EP2 mod -7.
`CCNC(=S)Nc1sc2c(c1C(=O)OCC)CCCC2` gave PGE2 EP2 inh 16 and EP2 mod 24.
Screening COc1cccc(CSCC(=O)O)c1 returned PGE2 EP2 inh 10 and EP2 mod 17.
`COc1ccccc1CCNC(=O)Cn1nc(C)n2c(cc3oc(C)cc32)c1=O` gave PGE2 EP2 inh 0 and EP2 mod -29.
For O=C(CN1C(=O)N2CCN=C2c2ccccc21)Nc1ccc(N2CCOCC2)cc1 the results were PGE2 EP2 inh 8 and EP2 mod -26.
`COC(=O)c1ccc(C)c(NC(=O)c2ccco2)c1` gave PGE2 EP2 inh 17 and EP2 mod 17.
`Cc1ccccc1C(=O)Nc1cccc(NC(=O)c2cccnc2)c1` gave PGE2 EP2 inh 10 and EP2 mod -36.
For CCOC(=O)Cc1csc(NC(=O)c2ccccc2F)n1 the results were PGE2 EP2 inh 6 and EP2 mod -20.
`O=C(CSc1nc(C2CC2)nc2sc3c(c12)CCCC3)Nc1ccccc1F` gave PGE2 EP2 inh 20 and EP2 mod 31.
For COc1ccc2nc3sc(C(=O)Nc4ccc5c(c4)OCO5)c(N)c3cc2c1 the results were PGE2 EP2 inh 10 and EP2 mod -54.
Screening CC(C)(C)C(=O)Nc1ccc(Cl)cc1-c1nc2ccccc2s1 returned PGE2 EP2 inh 10 and EP2 mod 28.
For CC(C)c1ccc(N(CC(=O)NC2CCCCC2)C(=O)c2snc(C(N)=O)c2N)cc1 the results were PGE2 EP2 inh 13 and EP2 mod -81.
Screening COc1ccc(C2C(C(C)=O)=C(O)C(=O)N2CCNCCO)cc1 (stereo unspecified) returned PGE2 EP2 inh 7 and EP2 mod 1.
`CC(=O)c1cn(CCOc2ccccc2C)c2ccccc12` gave PGE2 EP2 inh 8 and EP2 mod -27.
For CCn1c(C(CC(C)C)NC(=O)Cc2cccs2)nc2cccnc21 (stereo unspecified) the results were PGE2 EP2 inh 8 and EP2 mod -19.
For COc1ccc(C(CNS(=O)(=O)N2CCCC2)c2c[nH]c3ccccc23)cc1 (stereo unspecified) the results were PGE2 EP2 inh 5 and EP2 mod 9.
Screening CCOc1ccc(-n2c(C)cc(CO)c2C)cc1 returned PGE2 EP2 inh 15 and EP2 mod 12.
`COc1cc(OC)cc(C(=O)Nc2cc(-c3nn4c(C)nnc4s3)ccc2C)c1` gave PGE2 EP2 inh 10 and EP2 mod 27.
Cc1ccc(C(=O)Nc2ccc(N3CCN(C(=O)C(C)C)CC3)c(Cl)c2)c(Cl)c1 was read as PGE2 EP2 inh 17 and EP2 mod 3.
For CCOC(=O)c1cc2sccc2n1CC(=O)NC1CCCCC1C (stereo unspecified) the results were PGE2 EP2 inh 8 and EP2 mod 1.
Screening CC(C)(C)C(=O)NC1CCN(CC(=O)N2CCCCCC2)CC1 returned PGE2 EP2 inh 12 and EP2 mod -15.
`Cc1ccccc1N(C(=O)Cn1nnc2ccccc21)C(C(=O)NCc1ccco1)c1cccnc1` (stereo unspecified) gave PGE2 EP2 inh 7 and EP2 mod -7.
Screening c1ccc(CC2CCN(C(c3ccncc3)c3nnnn3C3CCCCC3)CC2)cc1 (stereo unspecified) returned PGE2 EP2 inh 10 and EP2 mod -118.
`CCCOc1cccc(/C(O)=C2/C(=O)C(=O)N(CCN(C)C)C2c2cccs2)c1` (stereo unspecified) gave PGE2 EP2 inh 5 and EP2 mod -2.
COC(=O)c1c(NC(=O)c2ccccc2Cl)sc(C(=O)Nc2ccccc2OC)c1C was read as PGE2 EP2 inh 9 and EP2 mod 2.
CC(C)(C)NC(=O)CN(C(=O)CNC(=O)c1cccs1)c1ccc(Cl)cc1 was read as PGE2 EP2 inh 10 and EP2 mod -15.
For NC(=O)C1CCN(C(=O)c2ccc([N+](=O)[O-])o2)CC1 the results were PGE2 EP2 inh 7 and EP2 mod 4.
Screening Cc1occc1-c1nnc(SCC(=O)Nc2ccccc2Cl)n1C returned PGE2 EP2 inh 6 and EP2 mod -16.
For Cn1c(=O)oc2cc(S(=O)(=O)NC3(c4ccccc4F)CC3)ccc21 the results were PGE2 EP2 inh 7 and EP2 mod -83.
O=C(CCSc1nc(-c2ccc3c(c2)OCO3)cc(C(F)(F)F)n1)NCCc1ccccc1 was read as PGE2 EP2 inh 11 and EP2 mod -103.
For COc1ccc(-c2nnc(SCC(=O)Nc3cccc(C(F)(F)F)c3)n2C)cc1OC the results were PGE2 EP2 inh 9 and EP2 mod -9.
Screening O=c1[nH]c(=O)c2cc(S(=O)(=O)NCC3(c4ccccc4)CCCC3)ccc2[nH]1 returned PGE2 EP2 inh 8 and EP2 mod -64.
`CCCOC(=O)Cn1cnc2sc3c(c2c1=O)CCCC3` gave PGE2 EP2 inh 6 and EP2 mod -36.
C=CCOc1ccc(C(=O)N2CCn3c(nnc3C3CC3)C2)cc1 was read as PGE2 EP2 inh 6 and EP2 mod -38.
Cc1ccc(N2CCN(CCC(=O)O)CC2)cc1 was read as PGE2 EP2 inh 13 and EP2 mod -2.
For CCC(C)(C)NC(=O)C(c1ccco1)N(Cc1ccc(Cl)cc1)C(=O)c1csnn1 (stereo unspecified) the results were PGE2 EP2 inh 7 and EP2 mod -2.
Screening O=C(CN1CCCC1c1nc(-c2ccc(F)cc2)n[nH]1)N1CCCC1 (stereo unspecified) returned PGE2 EP2 inh 11 and EP2 mod -3.
`CCC(=O)N(Cc1ccc(Cl)cc1)Cc1cc2c(C)cc(C)cc2[nH]c1=O` gave PGE2 EP2 inh 11 and EP2 mod -33.
For COc1cc2cc(CN(Cc3ccco3)S(=O)(=O)c3ccc(C)cc3)c(=O)[nH]c2cc1OC the results were PGE2 EP2 inh 7 and EP2 mod -25.
`COc1ccc(Cn2c(C3CC3)nc3ccc(N)cc3c2=O)cc1` gave PGE2 EP2 inh 11 and EP2 mod -16.
For O=C(CCCSc1nc(-c2ccco2)cc(C(F)(F)F)n1)NCc1ccco1 the results were PGE2 EP2 inh 11 and EP2 mod -86.
Screening COc1ccc(Cl)cc1NC(=O)CSc1nnc(-c2cccc(C)c2)o1 returned PGE2 EP2 inh 13 and EP2 mod -47.
Screening CCC(=O)N1N=C(c2ccc(NS(=O)(=O)CC)cc2)CC1c1ccco1 (stereo unspecified) returned PGE2 EP2 inh 12 and EP2 mod -1.
Screening COc1ccc(CNC(=O)C2CCCN(c3nc4ccccc4n3C)C2)c(OC)c1 (stereo unspecified) returned PGE2 EP2 inh 2 and EP2 mod -14.
For COc1ccc2[nH]c(=O)c(CN(CCCO)C(=S)Nc3cccc(C)c3)cc2c1 the results were PGE2 EP2 inh 15 and EP2 mod -40.
COc1ccc(C(C(=O)NC2CCCCC2)N(C(=O)c2ccco2)c2ccc(C)cc2)cc1OC (stereo unspecified) was read as PGE2 EP2 inh 8 and EP2 mod -61.
Screening N#Cc1nc2c(-c3nc4ccccc4s3)c(N)n(CC3CCCO3)c2nc1C#N (stereo unspecified) returned PGE2 EP2 inh 21 and EP2 mod -10.
For O=C(NCCNCc1ccco1)c1ccc(F)cc1 the results were PGE2 EP2 inh 14 and EP2 mod -10.
For COc1ccc(OC)c(NC(=O)CSc2ncc(-c3ccc(F)cc3)[nH]2)c1 the results were PGE2 EP2 inh 7 and EP2 mod -35.
CCOC(=O)c1cc2sc(C)cc2n1CC(=O)NC(C)(C)C was read as PGE2 EP2 inh 6 and EP2 mod -36.
Screening Cn1c(=S)c2[nH]c(SCCCc3ccccc3)nc2n(C)c1=O returned PGE2 EP2 inh 9 and EP2 mod -1.
Screening CCCn1ncc(CN[C@@H]2CCC(=O)N[C@H]2c2cc(F)cc(F)c2)c1C returned PGE2 EP2 inh 1 and EP2 mod -29.
For CCc1nnc(NS(=O)(=O)c2ccc(NC3OC(=O)c4ccccc43)cc2)s1 (stereo unspecified) the results were PGE2 EP2 inh 8 and EP2 mod 0.
Cc1ccc(Cn2c(SCCN3CCOCC3)nc3c2c(=O)[nH]c(=O)n3C)cc1 was read as PGE2 EP2 inh 7 and EP2 mod -17.
`CC1CC(C)CN(c2nc3c(c(=O)[nH]c(=O)n3C)n2Cc2ccccc2F)C1` (stereo unspecified) gave PGE2 EP2 inh 12 and EP2 mod 31.
O=C(Nc1ccc(F)c(F)c1)C1COc2ccccc2O1 (stereo unspecified) was read as PGE2 EP2 inh 11 and EP2 mod -105.
`Cc1ccc(/C=C\c2nc(O)c([N+](=O)[O-])c(=O)[nH]2)s1` gave PGE2 EP2 inh 13 and EP2 mod 1.
COc1ccc2c(c1)c1c(C)c3cnccc3c(C)c1n2CCCN was read as PGE2 EP2 inh 49* and EP2 mod 32.
For CC(=O)N1c2ccc(NC(=O)COc3ccc4nsnc4c3)cc2CC1C (stereo unspecified) the results were PGE2 EP2 inh 10 and EP2 mod -58.
Screening O=C(Nc1ccc(N2CCN(C(=O)c3cccs3)CC2)cc1)c1ccccc1F returned PGE2 EP2 inh 12 and EP2 mod -51.
Screening CCC(C)(C)NC(=O)CN(C(=O)c1snc(C(N)=O)c1N)c1cccc(F)c1 returned PGE2 EP2 inh 13 and EP2 mod -44.
For COC(=O)c1ccc(NC(=O)CSc2nnc(-c3ccncc3)n2Cc2ccco2)cc1 the results were PGE2 EP2 inh 19 and EP2 mod 22.
Cn1c(=O)[nH]c(=O)c2c1nc(NCCCO)n2CC(=O)c1ccccc1 was read as PGE2 EP2 inh 8 and EP2 mod 12.
For Cc1ccc(C)c(C2=C/C(=C/c3ccc([N+](=O)[O-])o3)C(=O)O2)c1 the results were PGE2 EP2 inh 10 and EP2 mod -56.
CCc1ccc2[nH]c(=O)c(CN(Cc3ccccc3OC)Cc3nnnn3C(C)(C)CC)cc2c1 was read as PGE2 EP2 inh 22 and EP2 mod 61*.
For CCc1ccc(NC(=O)c2nc3nc(C)cc(C(F)F)n3n2)cc1 the results were PGE2 EP2 inh 10 and EP2 mod -22.
CCn1c(SCC(=O)Nc2cc(C)cc(C)c2)nnc1C1CCCCC1 was read as PGE2 EP2 inh 8 and EP2 mod -6.
CC(C)(C)NC(=O)C(c1ccccc1F)N(C(=O)c1ccc2c(c1)OCCO2)C1CCCC1 (stereo unspecified) was read as PGE2 EP2 inh 5 and EP2 mod 17.
For CC1CCN(C(=O)c2cccc(I)c2)CC1 the results were PGE2 EP2 inh 10 and EP2 mod -2.
CN(C)CCCNCc1cc2c(C(C)(C)C)nn(-c3ccc(F)cc3)c2[nH]c1=O was read as PGE2 EP2 inh 15 and EP2 mod -64.

Screening results (PubChem)
